# Hep lipid drop – hepatic lipid droplet formation modulation. 240,000 compounds, 0.4% hits. AML12 mouse hepatocytes, oleate lipid droplets, BODIPY imaging. AID 1656. inhibition, % at 6.5 µM;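 active = lipid droplet intensity inhibited by at least 50%, with more than 500 cells counted; inconclusive = wells with under 300 cells, treated as cytotoxic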
#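 Assay system: AML12 mouse liver cells | Compound: 6.5 µM single-point dosing | Schedule: Overnight exposure | Technique: Fluorescence imaging, 20x objective, two fields per well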
# MT stabilize HCS – microtubule stabilization, imaging screen; HeLa tubulin immunostaining HCS, 24 h; share of cells brighter than vehicle mean+2SD; % tubulin-high responders, % at 10 µM; 200,000 compounds, 0.83% hits;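 active = plate Z-score above 3 for both tubulin-high and condensed-nucleus cell shares, with cell loss under 80%, at 10 µM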;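 note: anti alpha tubulin signal scored within the nucleus-defined area of each cell; some results filed as inactive read as strong as hits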
# Insulin prom up – MIN6 insulin promoter up-regulation | MIN6 insulin promoter-GFP reporter, high-content imaging; stronger effect = higher value | AID 1625 | 190,000 compounds, 0.3% hits | z-score at 5 µM;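 active = z-score above 3 at 5 µM with at least 500 cells counted in the well; inconclusive = wells under 500 cells, flagged as cytotoxic or low count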
# T cell HTS – modulates CD8 T cell binding to vesicles. calls only at 7 µM. 330,000 compounds, 0.068% hits. 2C CD8+ T cell-vesicle binding, flow cytometry; stronger effect = lower value;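 active = response, share of CD8 T cells binding vesicles, and their 90th percentile fluorescence all below set limits, cut at about 80% in these data, passing the limit was not always enough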
#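 Assay system: 2C TCR transgenic mouse naive CD8+ T cells, MACS-purified | Read-out: CD8+ gate FL2 mean fluorescence as % of same-row positive control | Signal: High-throughput flow cytometry with anti-B7-1 and anti-CD8 staining | Timing: Binding step 1.5 h, 37 °C, antibody labelling 20 min, ice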
# Autophagy mod – modulators of autophagy; MEF GFP-LC3 puncta imaging; test concentration mostly 10 µM; AID 463193; calls only at 10 µM (by protocol); 190,000 compounds, 0.98% hits;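 active = percentage of spot-positive cells more than 3 SD above its plate mean, without a fluorescence outlier flag or 80% toxicity; inconclusive = no clear call, values can overlap the other calls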;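 note: spot-positive cell cutoff set from DMSO-treated cells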
# TNAP activators – human TNAP enzyme activators, primary screen, biochemical, luminescent, no phosphate acceptor, uHTS (AID 1001) | purified TNAP, luminescent activation assay, no phosphate acceptor; higher activation fold means a stronger effect | activation fold at 20 µM, or EC50 in µM where a hit was titrated | 200,000 compounds, 0.03% hits; in the data active = activation fold from about 3, or a potency from the dose series; inactive = the rest, 99 in 100 with activation fold below about 1.6; note: many of its hits are not listed in these tables
# PMI inhibition – human PMI inhibitors, high substrate, primary screen, biochemical, fluorescence intensity, high mannose 6-phosphate (AID 1220); recombinant PMI enzyme, coupled fluorescence intensity; higher % means a stronger effect; inhibition, % at 20 µM, or IC50 in µM where a hit was titrated; 190,000 compounds, 0.66% hits
# human PMI inhibition – inhibitors of human PMI, primary screen, biochemical, fluorescence intensity, coupled assay (AID 1209); purified PMI enzyme, coupled fluorescence intensity; higher % means a stronger effect; inhibition, % at 20 µM; hits with a dose series show IC50 in µM; 190,000 compounds, 0.42% hits;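 note: plate controls were DMSO vehicle for no effect and wells lacking substrate for full effect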
# b-catenin transl – alters nuclear translocation of beta-catenin in HeLa cells; nuclear translocation activity, % at 5 µM; AID 1665; immunofluorescence imaging; 190,000 compounds, 0.3% hits;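 active = nuclear translocation activity above 50% at 5 µM, with a well cell count of 50 or more; inconclusive = wells under 50 cells across six images, flagged as toxic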;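 note: per-cell ratio of nuclear to cytoplasmic median beta-catenin stain intensity; plate controls were DMSO negative control for no effect and GSK-3 inhibitor IX positive control for full effect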
#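 assay system = human HeLa cells, endogenous beta-catenin | times = compound treatment 24 h, 37°C, 5% CO2 | detection = Anti-beta-catenin immunofluorescence on PFA-fixed, Triton-permeabilized cells, DAPI nuclei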
# Insulin prom up cell count – also measured in Insulin prom up; calls as there; cell count; measured here: cytotoxicity, nuclei count;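 total cells summed across four imaged fields per well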
# Hep lipid drop cells 6.5 µM – also measured in Hep lipid drop; calls as there; cell count; measured here: cell count, cytotoxicity flag;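 cells counted across two imaged fields per well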
# b-catenin transl cell count 5 µM – also measured in b-catenin transl; calls as there; cell count; measured here: cell count, cytotoxicity flag
# T cell HTS vesicle-bound % – also measured in T cell HTS; calls as there; double positive events, %; measured here: CD8+ vesicle-bound cell fraction;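 binding gate set so that unloaded-vesicle control wells show 10% double positive cells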
# MT stabilize HCS Hoechst-high % – further read-out of MT stabilize HCS, marked with its call; % Hoechst-high responders; measured here: nuclear condensation Hoechst responders;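 share of cells brighter than vehicle mean plus two SD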
# MT stabilize HCS cytotoxicity % – recorded beside MT stabilize HCS, whose call it bears; toxicity, %; measured here: cytotoxicity by cell density;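 0% = mean cell density of plate MIN control wells and 100% = no cells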
# Autophagy mod cell loss 18 h – second read-out of Autophagy mod, no call of its own (marks repeat the call); toxicity, %; measured here: cell loss, nuclei count;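 cell loss after 18 h compound exposure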
# * marks the source's active call; other numbers are inactive results; i = inactive; ? = inconclusive; · = not tested or not shown. Cut-off read from the data, not from the text of the source, unless noted: active = inhibition above about 50%; inactive = the rest.
SMILES,Hep lipid drop,Hep lipid drop cells 6.5 µM,MT stabilize HCS,MT stabilize HCS Hoechst-high %,MT stabilize HCS cytotoxicity %,Insulin prom up,Insulin prom up cell count,T cell HTS,T cell HTS vesicle-bound %,Autophagy mod,Autophagy mod cell loss 18 h,TNAP activators,PMI inhibition,human PMI inhibition,b-catenin transl,b-catenin transl cell count 5 µM
CCOC(=O)c1c(C)[nH]c(C(=O)N2CCN(c3ccc(OC)cc3)CC2)c1C,0.9,672,4.7,4.5,7.0,-0.48,1128,i,61.4,i,-7.1,1.2,6.3%,0.1%,-1.0,1133
CC(=O)Nc1ccc(/C(C)=N/NC(=O)CN(c2ccccc2Br)S(C)(=O)=O)cc1,-3.9,634,2.9,2.2,12.3,0.03,1368,i,42.6,i,8.8,1.2,10.0%,5.5%,-3.1,956
COc1cccc(CNC(=O)C2CCC(CNc3nc(=S)[nH]c4ccccc34)CC2)c1 (stereo not given),19.4,708,2.4,1.1,1.5,·,·,i,33.4,i,19.9,1.1,1.7%,0.6%,0.7,993
CN(Cc1ccccn1)Cc1cn(Cc2ccccc2)nc1-c1ccc2c(c1)OCO2,-3.6,564,3.4,1.9,9.4,-0.64,1417,i,37.2,i,-1.2,1.1,6.7%,14.9%,0.1,1448
COc1ccc(C(=O)NC(=S)Nc2ccc(NC(=O)c3ccco3)cc2)cc1[N+](=O)[O-],-2.5,667,6.8,2.4,4.7,·,·,i,33.4,i,5.3,1.1,12.6%,28.8%,-2.0,854
O=C(Nc1ccc(C(=O)N2CCCC2)cc1)c1ccccc1F,0.5,666,3.4,3.3,7.5,-0.38,1415,i,48.6,i,-0.7,1.1,-7.6%,-0.1%,1.9,942
O=C(Nc1ccccc1)Nc1ccc(Br)cc1F,2.0,614,2.4,2.2,6.4,-0.08,1512,i,44.7,i,-6.1,1.2,14.1%,9.3%,-1.7,1096
CCC(C)(C)NC(=O)CN(C(=O)CCC(=O)Nc1cc(C)ccn1)c1ccc2c(c1)OCCO2,20.7,665,3.2,0.8,12.9,0.16,1374,i,58.3,i,-4.2,1.1,-6.8%,-4.1%,-0.4,1499
O=C(COC(=O)c1ccncc1)c1ccc(Br)cc1,-0.8,683,1.8,2.1,3.6,0.09,1690,i,0.5,i,0.3,1.1,2.2%,5.1%,-2.9,1025
COC(=O)c1cc(OC)c(OC)cc1NC(=S)Nc1cc(Cl)ccc1OC,-1.9,653,6.7,2.6,2.1,-0.46,1431,i,46.1,i,22.1,1.1,7.3%,13.7%,-0.4,1024
Cc1ccccc1-n1nnnc1SCC(N)=O,·,·,7.7,2.1,9.1,0.71,1509,i,35.9,i,11.2,1.1,7.1%,23.4%,3.2,1371
COc1ccc(OC)c(NC(=O)C2CCN(S(=O)(=O)c3cccs3)CC2)c1,-2.0,828,1.5,0.9,6.4,-0.89,866,i,34.5,i,-6.6,1.1,-8.3%,-6.8%,·,·
O=C(NCCc1ccncc1)Nc1ccc(F)cc1,23.8,744,·,·,·,0.21,1414,i,32.3,·,·,·,·,·,-1.4,1219
CCOC(=O)CSC1=C(C#N)C(c2ccc(OC)cc2)C2=C(CC(C)(C)CC2=O)N1 (stereo not given),-1.9,771,4.9,2.0,2.8,-0.02,1167,i,47.2,i,20.5,1.1,-35.7%,-12.1%,1.2,1164
O=C(CSc1nnnn1-c1ccc(Cl)cc1)NNC(=O)c1ccc([N+](=O)[O-])cc1,11.5,731,3.7,2.0,0.0,-0.56,1373,i,40.8,i,10.7,1.6,-2.6%,-4.9%,·,·
Cc1ccccc1OCCn1cc(/C=C(\C#N)C(=O)NCc2ccco2)c2ccccc21,20.1,640,3.3,2.3,1.7,0.54,1515,i,42.4,i,-7.2,1.2,8.6%,8.3%,3.2,1003
CCNC(=O)CC1SC(=Nc2ccc(C)cc2)NC1=O (stereo not given),8.7,651,4.8,2.7,2.5,0.48,1131,i,36.4,i,-5.6,0.8,-10.8%,-4.7%,·,·
CCOC(=O)N1CCN(C(=O)CN(c2cccc(C)c2)S(=O)(=O)c2ccccc2)CC1,·,·,3.1,2.5,3.2,0.31,1346,i,13.8,i,-4.7,0.9,4.2%,-4.4%,-0.1,1144
Cc1ccc(C)c(OCCn2c(=O)c3c(ncn3C3CCCC3)n(Cc3ccccc3)c2=O)c1,-15.6,672,2.9,2.9,2.9,-0.12,1287,i,46.5,i,-1.8,1.1,8.8%,7.2%,0.9,1001
CCC(C)(C)c1ccc(OCCCC[n+]2cccc(C)c2)c(C(C)(C)CC)c1,-34.3,642,78.9,10.3,78.4,?,·,·,·,i,23.1,1,-0.4%,0.3%,·,·
Cc1cc(C)c(S(=O)(=O)N2CCCOC2CNC(=O)C(=O)NCc2cccs2)c(C)c1 (stereo not given),-26.2,649,3.0,2.5,8.1,0.46,1219,i,45.1,i,1.7,1,-11.0%,-14.2%,-3.7,539
O=C1c2ccsc2SCCN1Cc1c(Cl)cccc1Cl,-39.2,836,3.5,1.6,7.1,·,·,i,37.3,i,7.4,1,-11.2%,-11.8%,-11.0,984
CC(C)OC(=O)c1cccc(NC(=O)c2ccccc2)c1,-40.4,684,3.0,2.7,5.8,·,·,i,13.3,i,9.0,1.1,6.8%,1.2%,·,·
CCN(CCCNC(=O)C1CCCN(S(=O)(=O)CC)C1)c1cccc(C)c1 (stereo not given),·,·,2.4,2.2,6.0,0.65,777,i,14.4,i,-54.9,0.9,8.3%,-5.0%,-0.9,1389
CCOC(=O)c1[nH]c(C)c(C(=O)OCC(=O)N(CC)C2CCS(=O)(=O)C2)c1C (stereo not given),4.3,748,1.4,1.6,5.8,0.28,991,i,50.9,i,-6.0,1.1,-11.9%,-10.5%,-0.6,1043

# Following part
SMILES,Hep lipid drop,Hep lipid drop cells 6.5 µM,MT stabilize HCS,MT stabilize HCS Hoechst-high %,MT stabilize HCS cytotoxicity %,Insulin prom up,Insulin prom up cell count,T cell HTS,T cell HTS vesicle-bound %,Autophagy mod,Autophagy mod cell loss 18 h,TNAP activators,PMI inhibition,human PMI inhibition,b-catenin transl,b-catenin transl cell count 5 µM
CC(=O)CC1OC(=O)C(Br)=C1NCc1ccccc1 (stereo not given),·,·,2.8,2.8,9.6,0.17,1357,i,53.8,i,14.1,1,0.0%,-6.7%,-1.0,978
COc1ccccc1-c1nnc(SCC(=O)OC(C)C)o1,-5.3,788,3.4,2.4,5.4,0.88,1265,i,5.5,i,-1.0,1.1,7.5%,12.9%,1.1,1125
O=C(O)C1Cc2c([nH]c3ccccc23)C(c2ccc3c(c2)OCO3)N1 (stereo not given),·,·,1.9,2.2,12.2,-0.24,1130,i,6.9,i,-9.8,1.1,6.9%,4.3%,-5.7,971
CCOC1OC(=O)C(Cl)=C1Nc1cc(C)ccc1C (stereo not given),-0.3,714,5.1,1.8,5.6,·,·,i,57.3,i,-32.1,1.1,2.5%,-8.9%,-0.7,488
COC(=O)c1ccccc1NC(=O)C(=O)NCC1CCCO1 (stereo not given),4.5,663,3.9,2.4,5.0,-0.07,1539,i,36.8,i,16.9,1,1.3%,2.7%,-1.3,1092
CN(C)c1cccc2c(S(=O)(=O)Nc3ccccn3)cccc12,-5.4,713,2.3,0.3,36.4,0.16,1200,i,43.1,i,1.6,1.1,-1.5%,0.5%,-0.6,1035
O=C(N/N=C/c1ccc(F)cc1)c1cc(-c2ccco2)nc2ccccc12,·,·,34.3,5.9,51.0,1.67,1502,i,44.2,i,13.9,1,-5.4%,2.2%,53.2*,703*
Cc1ccc(S(=O)(=O)N2CCCCC2C(=O)NCc2ccco2)cc1 (stereo not given),·,·,3.3,3.1,8.1,0.36,1083,i,63.7,i,-15.8,1.1,-3.5%,-6.1%,-4.2,920
O=S(=O)(NC1CC1)c1cccc(S(=O)(=O)N2CCCC2)c1,·,·,3.7,2.3,6.6,1.13,1311,i,58.9,i,11.9,1.1,-8.3%,-1.4%,-0.8,1162
COc1ccc(S(=O)(=O)N2CCC(C(=O)Nc3ccccc3C)CC2)c2cccnc12,13.5,814,2.1,1.7,4.1,0.91,871,i,52.9,i,-4.9,1.1,0.4%,8.4%,·,·
Cc1cc(SCC(=O)Nc2ccc(O)cc2)n2nc(C)c(-c3ccccc3)c2n1,-2.2,728,·,·,·,0.31,1316,i,34.2,·,·,·,·,·,0.1,1292
O=[N+]([O-])c1ccc(Cl)c(CN2CCC(O)CC2)c1,3.1,672,3.8,2.6,4.8,0.52,1260,i,21.1,i,2.4,1.1,-46.7%,-19.0%,-6.8,550
Cc1cccc(C)c1N(CC(O)Cn1c2ccccc2c2ccccc21)S(C)(=O)=O (stereo not given),-4.5,811,2.7,1.2,2.6,0.12,908,i,56.5,i,-0.8,1.1,12.1%,22.3%,1.0,988
COC(=O)c1ccc(C(=O)OC)c(NC(=O)COC(=O)c2ccc(OC)c(OC)c2OC)c1,15.3,624,4.6,1.9,7.5,-0.05,1448,i,36.1,i,5.2,1.2,-1.0%,7.2%,-1.0,1144
CC(=NCc1ccco1)c1c(O)n(C2CCCCC2)c(=O)[nH]c1=O,-0.1,704,2.1,2.0,13.8,1.03,1362,i,26.1,i,-41.4,1,4.5%,6.3%,-0.4,1167
CCOC(=O)C1=C(CC)Nc2ccccc2N=C1N,3.5,677,3.0,2.7,12.5,0.25,1346,i,43.2,i,-13.1,1,6.3%,2.0%,-0.9,1106
O=c1[nH]c2ccccc2nc1C(Cl)c1ccccc1 (stereo not given),12.1,801,1.9,1.2,5.4,0.38,907,i,12.9,i,-7.0,1.1,-110.0%,-62.1%,-3.7,1179
O=C(N/N=C/C=C/c1ccccc1)c1n[nH]c2c1CCC2,-110.3,375,25.4*,24.5*,62.5*,·,·,i,15.0,i,13.9,1.3,-13.1%,-19.0%,176.5*,405*

# Screens (PubChem BioAssay)
